MOR-DOR ag: agonists of OPRM1-OPRD1 heterodimerization, primary screen, cell-based, luminescence. Mu-type opioid receptor (Homo sapiens) + Delta-type opioid receptor (Homo sapiens), …. cells. activation, % at 9.3 µM. hit rate 0.3% among 340,000. AID 504326, 2011; in the data active = activation above about 18%;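 note: 0% = vehicle-treated cells and 100% = reference agonist; values of inactives mirror those of a sister screen read the other way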
PKA-R2B activ: activators of PKA-R2B holoenzyme, primary screen, biochemical, fluorescence polarization, Cy5-IP20, human | hit rate 0.079% among 340,000 | cAMP-dependent protein kinase catalytic subunit beta (Homo sapiens) + cAMP-dependent … | PKA-R2B holoenzyme dissociation; R2B truncated from residue 108, S112A mutant; 0% DMSO only, 100% 113 µM cGMP | activation, % at 11.4 µM;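 active = activation above a cutoff set at the mean over all compounds plus 3 SD, cut at about 18% in these data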;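 note: higher means more holoenzyme dissociation and a rise in polarization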
Target sequence (P31323 whole entry, looked up, other chains not shown, the tested form may be a part): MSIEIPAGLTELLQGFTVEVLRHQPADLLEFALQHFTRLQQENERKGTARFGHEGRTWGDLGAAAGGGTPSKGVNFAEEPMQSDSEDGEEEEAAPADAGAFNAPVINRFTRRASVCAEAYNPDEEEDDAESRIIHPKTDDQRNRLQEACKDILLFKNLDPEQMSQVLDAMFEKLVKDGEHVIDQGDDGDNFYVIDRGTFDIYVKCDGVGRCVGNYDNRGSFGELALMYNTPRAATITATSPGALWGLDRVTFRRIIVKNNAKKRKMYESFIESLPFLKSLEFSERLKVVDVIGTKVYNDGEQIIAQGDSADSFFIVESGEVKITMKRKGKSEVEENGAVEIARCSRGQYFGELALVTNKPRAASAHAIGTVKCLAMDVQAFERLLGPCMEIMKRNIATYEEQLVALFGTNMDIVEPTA
OPRM1-OPRD1 inv: inverse agonists of MOR-DOR heterodimerization, primary screen, cell-based, luminescence; Mu-type opioid receptor (Homo sapiens) + Delta-type opioid receptor (Homo sapiens), …; cell-based MOR-DOR heterodimer luminescence, inverse agonism; inhibition, % at 9.3 µM; hit rate 0.21% among 340,000; AID 504357, 2011; in the data active = inhibition above about 22%, passing the limit was not always enough;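 note: 0% = cells with DMSO and 100% = wells without cells with DMSO; values of inactives mirror those of a sister screen read the other way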
Ecoli viability: E. coli V3065 growth inhibition, primary screen, counter-screen for AddAB inhibitor project, absorbance, OD600; inhibition, % at 11.9 µM; 18 h; hit rate 0.27% among 330,000; AID 449728, 2010;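 active = inhibition above the campaign's mean inhibition across all tested compounds plus 3 SD, cut at about 9.9% in these data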;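 note: uninfected addAB+ strain grown without phage in ampicillin broth; 0% = DMSO wells and 100% = ciprofloxacin 0.95 µg/ml wells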
phage Ecoli inh: growth loss of phage-infected E. coli, primary screen, RecBCD inhibitor project, absorbance, with phage, HTS; inhibition, % at 11.9 µM; hit rate 0.26% among 360,000; in the data active = inhibition above about 11%
PfHsp90 yeast 2: growth inhibition of PfHsp90-expressing yeast, primary screen, antimalarial PfHsp90 inhibitor project, S. cerevisiae, BacTiter-Glo luminescence, single point, set 2; BacTiter-Glo ATP, 48 h; yeast lacking PDR1 and PDR3 efflux regulators; inhibition, % at 9.4 µM; hit rate 0.32% among 310,000; AID 504621, 2011;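 active = every replicate shows inhibition above about 80%, whatever the replicate mean, limit read from the data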;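 note: 0% = DMSO neutral controls and 100% = 20 µM radicicol positive controls; yeast relying on Plasmodium falciparum Hsp90 in place of its own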
Tat export inh: E. coli Tat export inhibitors, primary screen, MC4100, TorA-mCherry reporter, fluorescence, single point; inhibition, % at 10 µM; hit rate 0.036% among 340,000;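 active = mean replicate inhibition at least 50% and at least half of replicates individually reaching 50%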;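 note: exported cargo escapes ClpAP degradation while cytoplasmic cargo is degraded and loses fluorescence; 0% = median of neutral control wells and 100% = median of NaSCN control wells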
AddAB inh: growth inhibition of E. coli expressing H. pylori AddAB, primary screen, AddAB inhibitor project, absorbance; inhibition, % at 11.9 µM; hit rate 0.29% among 330,000; AID 435030, 2010; in the data active = inhibition above about 12%;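 note: 0% = vehicle wells of infected cells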
HTR5A inv ctr: HTR5A inverse agonists in luminescence cell assay, primary screen, counter-screen for OPRM1-OPRD1 heterodimer inverse agonist project, full-deck HTS; hit rate 0.083% among 340,000; 5-hydroxytryptamine receptor 5A (Homo sapiens), P47898; inhibition, % at 9.3 µM; AID 504634, 2011; HTR5A cell line, inverse agonism; in the data active = inhibition mostly above about 23%, no sharp cut-off; inactive = mostly below about 18%;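 note: 0% = cells with DMSO and 100% = no-cell wells with DMSO; some compounds called inactive have numbers as strong as hits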
Target sequence (P47898 whole entry, looked up): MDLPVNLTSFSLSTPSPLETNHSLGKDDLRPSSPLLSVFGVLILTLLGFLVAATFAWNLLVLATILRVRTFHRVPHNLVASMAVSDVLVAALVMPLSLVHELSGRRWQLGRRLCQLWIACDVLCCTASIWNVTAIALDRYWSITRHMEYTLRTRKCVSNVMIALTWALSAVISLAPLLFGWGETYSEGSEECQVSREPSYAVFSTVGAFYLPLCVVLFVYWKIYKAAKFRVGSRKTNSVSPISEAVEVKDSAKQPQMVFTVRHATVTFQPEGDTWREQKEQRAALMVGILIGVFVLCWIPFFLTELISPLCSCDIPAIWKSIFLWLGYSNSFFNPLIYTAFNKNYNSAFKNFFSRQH
Mot1-301 SUMO: yeast Mot1-301 growth rescue at high temperature, primary screen, SUMOylation pathway inhibitor project, S. cerevisiae, ATP luminescence, 38.5C. hit rate 1% among 320,000. growth rescue, % at 18.8 µM. S. cerevisiae Mot1-301 growth rescue; percent above DMSO median, 100 means doubled;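 active = every valid replicate shows activation above 250% relative to neutral control wells; inactive = the rest, any valid replicate at or below 250%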;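 note: OY570 slx delta 5 strain wells were the positive control but not used for scaling; some compounds called inactive have numbers as strong as hits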
PKA-R1A act: activators of PKA-R1A holoenzyme, primary screen, biochemical, fluorescence polarization, Cy5-IP20, bovine R1A, mouse PKAc; cAMP-dependent protein kinase type I-alpha regulatory subunit (Bos taurus) + …; PKA-R1A dissociation; scaled: DMSO 0%, 113 µM cGMP 100%; activation, % at 11.4 µM; hit rate 0.083% among 340,000;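 active = percent activation above the mean of all tested compounds plus 3 SD, cut at about 19% in these data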;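 note: higher means more PKAc released from R1A so a rise in polarization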
An asterisk follows results filed as active; nt = not tested or not shown; & = joins results of further samples.

SMILES | MOR-DOR ag | PKA-R2B activ | OPRM1-OPRD1 inv | Ecoli viability | phage Ecoli inh | PfHsp90 yeast 2 | Tat export inh | AddAB inh | HTR5A inv ctr | Mot1-301 SUMO | PKA-R1A act
CCCC(=O)O[C@]1(C(=O)CCl)[C@@H](C)C[C@H]2[C@@H]3CCC4=CC(=O)C=C[C@]4(C)[C@@]3(F)C(=O)C[C@@]21C | -1.1 | 7 | 6 | 1.0 | 4.7 | -11 | 0 | 0.1 | 9 | 3 | 2
CCCC1(c2ccccc2)NC(=O)N(CC(=O)N(C)Cc2c(F)cccc2Cl)C1=O (stereo not drawn) | -0.4 | 2 | 3 | -1.8 | 2.4 | 25 | 4 | 1.6 | -8 | -16 | -5
COc1ccc(C(=O)c2ccccc2)c(O)c1 | 0.2 | -5 | -1 | -1.5 | 0.8 | nt | 2 | -1.6 | -5 | 10 | -14
C=C[C@H]1CN2CCC1C[C@H]2[C@H](O)c1ccnc2ccc(OC)cc12 (stereo partly drawn) | -0.7 | 0 | 3 | -1.6 | 3.3 | -7 | 0 | 0.6 | 5 | 8 | -11
CN(C)CC/C=C1/c2ccccc2COc2ccc(CC(=O)O)cc21 | -0.5 | 2 | 2 | 0.1 | 4.9 | -1 | -5 | -2.5 | -13 | 8 | -4
O=C1NC(=S)S/C1=C\C=C\c1ccc([N+](=O)[O-])o1 | 9.1 | -6 | -45 | nt | 96* | 106* | 68* | nt | -16 | nt | 2
N=c1nc(N2CCCCC2)cc(N)n1O | -0.6&-0.7 | 13&-2 | 3&4 | 3.1&2.8 | 5.5&4.7 | -9&-6 | 14&-4 | 3.3&1.1 | 5&5 | 4&1 | -3&-1
O=C(NC1CCN(CCc2c[nH]c3ccccc23)CC1)c1ccccc1 | -0.4 | -4 | 2 | -3.1 | -0.9 | 8 | -3 | 1.0 | 11 | 3 | 0
O=[N+]([O-])c1cncn1CCN1CCOCC1 | -3.9 | 3 | 20 | nt | 2.7 | -35 | -1 | nt | -2 | nt | 8
Cc1scc2c1N(C(=O)CN1CCN(C)CC1)c1ccccc1NC2=O | -1.9 | -2 | 11 | -1.1 | 3.9 | -1 | -13 | -2.2 | -9 | 1 | 3
O=C(O)Cc1cn(-c2ccccc2)nc1-c1ccc(Cl)cc1 | -1.7 | 11 | 9 | -0.6 | 4.3 | 21 | -2 | 5.3 | 11 | 2 | -4
CCCOc1ccc(C(=O)OCCN(CC)CC)cc1N | -2.6 | -1 | 14 | -1.8 | 4.6 | 2 | -12 | -1.6 | -24 | -6 | -8
CN[C@@H]1[C@H](O)[C@H](NC)[C@H]2O[C@@]3(O)C(=O)C[C@@H](C)O[C@H]3O[C@@H]2[C@H]1O | -1.5 | -1 | 7 | 34* | 52* | 11 | 119* | 35* | -2 | 6 | -7
CN(C)S(=O)(=O)n1cc(/C=C(\NC(=O)c2ccccc2)C(=O)NCCCn2ccnc2)c2ccccc21 | -2.7 | -6 | 14 | -0.6 | 0.6 | -13 | 7 | 2.5 | -1 | 9 | -6
CC(Cc1cccc(C(F)(F)F)c1)NCCOC(=O)c1ccccc1 (stereo not drawn) | 3.4&6.7 | -6&-7 | -19&-37 | 1.8&0.8 | 4.7&2.7 | 3&10 | -9&0 | -1.1&0.5 | -22&-17 | 0&116 | 3&-9
O=C(O)c1cc(=O)c2ccccc2o1 | -2.2 | 4 | 12 | -2.9 | 0.2 | -8 | 13 | -0.9 | 0 | -4 | -10
Cc1nc2c3ccccc3nc(NNC(=O)CCC(=O)N3CCN(c4ccccc4F)CC3)n2n1 | -3.6 | -12 | 18 | -2.4 | 0.6 | -3 | -6 | 0.2 | 6 | 20 | -13
CC(C)NNC(=O)c1ccncc1 | -0.8 | -5 | 5 | -1.6 | 2.4 | 9 | 1 | -0.6 | -40 | -9 | -3
CCc1cccc(CC)c1NC(=O)CN(CC(=O)O)CC(=O)O | -2.0 | 4 | 11 | 0.9 | 3.3 | 5 | -10 | 0.0 | 6 | 13 | 3
CCCCCCCCCCCCCCCC(O)C(N)CO (stereo not drawn) | -1.6 | -2 | 9 | -2.2 | 6.1 | 22 | -1 | -3.2 | 3 | -14 | 1
O=C(c1ccccn1)N(Cc1cccs1)C1(C(=O)NC2CCCCC2)CCCCC1 | 28* | -9 | -132 | -2.0 | 0.9 | 9 | 7 | -0.8 | 9 | 220 | -12
Nc1c2ccccc2nc2ccccc12 | 0.2 | 0 | -1 | 0.2&0.8 | 2.7&1.1 | -54 | -24 | -0.1&1.9 | 13 | 4&-37 | -6
CC(C)(C)NCC(O)COc1cccc2c1CC(O)C(O)C2 (stereo not drawn) | -2.2 | 2 | 12 | -2.1 | 0.5 | -31 | -17 | 0.9 | 5 | -18 | -17
Cc1c(C)n(Cc2ccccc2)c2ccc(C(=O)OCCN(C)C)cc12 | -0.6 | 0 | 3 | -0.5 | 1.7 | 1 | 15 | 2.7 | -11 | -11 | -8
CCc1ccccc1OC[C@@H](O)CN[C@H]1CCCc2ccccc21 | 14 | -6 | -75 | 1.1 | 5.5 | 3 | -3 | -0.9 | -12 | 0 | -9
C[C@@H]1C[C@H]2[C@@H]3CCC4=CC(=O)C=C[C@]4(C)[C@@]3(Cl)[C@@H](O)C[C@]2(C)[C@@]1(OC(=O)c1ccco1)C(=O)CCl | 0.6 | -6 | -3 | 0.3 | 2.7 | -19 | 2 | -3.3 | -15 | 7 | 5
CC(=O)Oc1ccc2c(C)cc(=O)oc2c1 | -0.1 | -2 | 1 | -1.0 | 2.7 | 4 | -11 | -0.5 | 11 | 2 | 2
Nc1ncnc2c1c(-c1ccc(Oc3ccccc3)cc1)cn2C1CCCC1 | 6.2 | -3 | -34 | -2.1 | 2.4 | 15 | 3 | -1.8 | -3 | 280 | 0
CCCC(=O)O[C@]1(C(=O)COC(C)=O)CC[C@H]2[C@@H]3C[C@H](F)C4=CC(=O)C=C[C@]4(C)[C@@]3(F)[C@@H](O)C[C@@]21C | 1.0 | 0 | -5 | -0.9 | 2.2 | -36 | 4 | -4.6 | -27 | 33&-4 | -6
C/C(=N\NC(=S)NCc1ccccc1)C1CCCCC1 | 5.6 | -6 | -27 | -0.9 | 0.3 | nt | 0 | -0.1 | -6 | -8 | 9
O=C(Nc1cc(-c2ccccc2)nn1-c1ccccc1F)c1ccc([N+](=O)[O-])cc1 | 7.6 | 13 | -44 | -0.6 | 3.6 | -17 | -3 | 3.9 | 23 | 1 | 0
Cc1cc(=O)oc2cc(O)ccc12 | -1.6 | -2 | 9 | -1.8 | 1.7 | 9 | 0 | 3.9 | -16 | -3 | -1
C[C@H](CCC(=O)O)[C@H]1CC[C@H]2[C@@H]3[C@H](O)C[C@@H]4C[C@H](O)CC[C@]4(C)[C@H]3CC[C@]12C | 3.0 | 7 | -17 | -2.3 | 4.1 | 18 | 17 | -4.1 | -14 | 11 | -3
COc1cc(N)c(Cl)cc1C(=O)N[C@H]1CCN(CCCOc2ccc(F)cc2)C[C@H]1OC | -2.0 | -8 | 11 | 0.8 | 4.1 | 6 | 13 | -2.7 | -28 | -5 | -15
COC(=O)N/N=C/c1c[n+]([O-])c2ccccc2[n+]1[O-] | 1.7 | -4 | -9 | 94* | 37* | -27 | 36 | 90* | -12 | 9 | -9
Cn1ccc2cc3c(cc21)CCN3C(=O)Nc1cccnc1 | -1.9 | -3 | 10 | -2.2 | 2.9 | 5 | 17 | -0.9 | 1 | -1 | -8
CC1(C)O[C@@H]2C[C@H]3[C@@H]4C[C@H](F)C5=CC(=O)C=C[C@]5(C)[C@@]4(F)[C@@H](O)C[C@]3(C)[C@]2(C(=O)CO)O1 | 0.2 | 3 | -1 | -1.0 | 3.3 | 10 | -3 | 0.4 | -32 | -29&-1 | -8
CC(C)(C)NCC(O)COc1cccc2c1C[C@H](O)[C@H](O)C2 (stereo partly drawn) | -2.0 | -2 | 11 | -1.6 | 1.0 | 5 | -1 | -2.9 | -4 | 21&144 | -11
CC[C@]12CCCN3CCc4c(n(c5ccccc45)[C@](O)(C(=O)OC)C1)[C@@H]32 | 1.5 | 15 | -8 | -0.8 | 3.8 | -16 | -4 | -3.0 | -31 | 17 | 1
CCCCCCCCCCCCCCC[C@@H](O)[C@@H](N)CO | -0.8 | -3 | 4 | nt | 3.3 | 11 | 8 | nt | 4 | nt | -4
COc1cc(C2Oc3cc(C4Oc5cc(O)cc(O)c5C(=O)C4O)ccc3OC2CO)ccc1O (stereo not drawn) | -1.0 | 1 | 6 | 0.2 | 1.8 | -21 | -8 | -1.3 | 2 | 12 | 4
CCCCN(CCCC)CCCOC(=O)c1ccc(N)cc1 | -1.0 | 1 | 5 | -2.0 | -0.4 | 21 | 5 | -5.1 | -4 | 21 | -10
C=C[C@H]1CN2CC[C@H]1C[C@H]2[C@H](O)c1ccnc2ccc(OC)cc12 | -0.5&-0.8 | -1&10 | 3&5 | -0.9&-0.5 | 2.1&4.3 | 13&7 | -3&1 | -2.5&-0.4 | -3&18 | 17&-30 | -6&-5
CCC(C(=O)Nc1ccccc1N1CCCC1)c1ccccc1 (stereo not drawn) | 4.9 | -4 | -28 | 0.1 | -0.4 | nt | -9 | 2.5 | 12 | -10 | -3
CC1O[C@@H](OCC2O[C@@H](Oc3cc(O)c4c(c3)OC(c3ccc(O)cc3)CC4=O)[C@H](O)[C@@H](O)[C@@H]2O)[C@H](O)[C@H](O)[C@H]1O (stereo partly drawn) | -1.7 | 4 | 9 | -1.8 | -0.8 | -20 | 4 | 0.3 | -2 | 178 | 15
CC(=O)OCC(=O)[C@@]1(O)CC[C@H]2[C@@H]3CCC4=CC(=O)C=C[C@]4(C)[C@@]3(F)[C@@H](O)C[C@@]21C | -2.8 | 4 | 15 | -1.1 | 3.3 | 0 | -2 | -2.5 | 7 | 0 | -4

Not all compounds are listed. The share of hits here may be higher or lower than overall.
